# USP1-UAF1 inh: Inhibitors of USP1/UAF1: Primary Screen. recombinant USP1/UAF1, Ub-Rhodamine cleavage fluorescence. Potency, µM (titrated, usually from 57.1 µM), without a hit: top-dose activity change, negative = inhibition, most hits filed as inhibitors. 0.23% of 390,000 active; note: potency is the fitted concentration of half-maximal effect; % is set by controls: 0 for no effect and ±100 for the full control effect; nearly all actives have a fitted effect of over 60% in size; inactives centre near -12
# Target sequence (O94782 whole entry, looked up): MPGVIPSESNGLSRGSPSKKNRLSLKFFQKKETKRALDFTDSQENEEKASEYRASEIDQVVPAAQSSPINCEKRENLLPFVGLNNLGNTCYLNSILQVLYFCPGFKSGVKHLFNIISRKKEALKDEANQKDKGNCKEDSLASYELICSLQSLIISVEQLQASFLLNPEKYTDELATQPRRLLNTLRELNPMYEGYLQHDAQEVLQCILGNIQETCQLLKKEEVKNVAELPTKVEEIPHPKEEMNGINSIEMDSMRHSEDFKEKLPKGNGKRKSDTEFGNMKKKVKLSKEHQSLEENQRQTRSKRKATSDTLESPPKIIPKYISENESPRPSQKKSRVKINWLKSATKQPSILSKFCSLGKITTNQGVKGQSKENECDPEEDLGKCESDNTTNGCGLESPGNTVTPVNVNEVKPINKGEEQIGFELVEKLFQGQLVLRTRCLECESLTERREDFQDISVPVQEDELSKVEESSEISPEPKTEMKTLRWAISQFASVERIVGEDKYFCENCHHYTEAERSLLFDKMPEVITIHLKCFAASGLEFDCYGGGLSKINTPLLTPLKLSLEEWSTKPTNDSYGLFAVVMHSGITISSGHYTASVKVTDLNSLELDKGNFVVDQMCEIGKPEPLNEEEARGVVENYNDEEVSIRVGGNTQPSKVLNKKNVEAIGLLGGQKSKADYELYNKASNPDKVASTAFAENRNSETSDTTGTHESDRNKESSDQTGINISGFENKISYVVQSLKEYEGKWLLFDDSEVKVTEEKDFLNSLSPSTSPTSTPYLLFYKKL
#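 1 nM enzyme complex + cpd, 15 min RT; start with Ub-Rho 150nM final; kinetic fluorescence ex 480/em 540, 6 reads q60 s. Buffer 50mM HEPES pH 7.8, 0.5mM EDTA, 0.1 mg/ml BSA, 1mM TCEP, 0.01% Tween-20.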
# Pin1 inh: qHTS Assay to Find Inhibitors of Pin1; Peptidyl-prolyl cis-trans isomerase NIMA-interacting 1 (Homo sapiens), Q13526; Pin1 FP peptide displacement, HiFluor488, 10 min; Potency, µM (doses to about 115 µM), inactives show at the top dose activity, negative = inhibition, actives largely listed as inhibitors; 0.009% of 390,000 active; active = well fitted inhibition curve with a large enough effect in the polarisation, with a control signal flat, not every such curve was filed as active; inconclusive = small, poorly fitted or top-dose-only effect, or effect the other way, or a change in a side signal; inactive = no such curve, though single readings can be large or run the other way; the % refers to the polarisation; note: potency is the fitted concentration of half-maximal effect; % is set by controls: 0 for no effect and ±100 for the full control effect
# Target sequence (Q13526 whole entry, looked up): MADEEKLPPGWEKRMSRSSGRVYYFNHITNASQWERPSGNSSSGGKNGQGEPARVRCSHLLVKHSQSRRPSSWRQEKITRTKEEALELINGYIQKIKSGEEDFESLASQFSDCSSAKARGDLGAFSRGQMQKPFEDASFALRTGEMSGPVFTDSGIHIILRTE
# TrxR1 substrate: qHTS Assay for Substrates of Mammalian Selenoprotein Thioredoxin Reductase 1 (TrxR1): qHTS; 0.01% of 390,000 active; Potency, µM (doses to about 114 µM), for inactives: top-dose activity change, negative = substrate turnover; purified TrxR1 substrate turnover, NADPH consumption readout; Thioredoxin reductase 1, cytoplasmic (Rattus norvegicus), O89049; note: potency is the fitted concentration of half-maximal effect; % is set by controls: 0 for no effect and ±100 for the full control effect; nearly all actives have a fitted effect of over 50% in size
#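 Rat TrxR1, dispensed at 90 nM, was prereduced with 400 uM NADPH (final) for 5 min at ~22 deg C, then incubated with compound 15 min before 400 uM selenite. A first-read NADPH fluorescence drop versus no-compound background flagged substrates.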
# IDH1 R132H inh: qHTS for Inhibitors of mutant isocitrate dehydrogenase 1 (IDH1): qHTS; Potency, µM (titrated, usually from 76.6 µM), inactives show at the top dose activity change, negative = inhibition, most hits filed as inhibitors; IDH1-R132H enzyme, NADPH consumption, diaphorase/resazurin fluorescence; 0.093% of 390,000 active; note: potency is the fitted concentration of half-maximal effect; % is set by controls: 0 for no effect and ±100 for the full control effect; nearly all actives have a fitted effect of over 65% in size
#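 IDH1-R132H (0.5 ug/mL dispensed) in pH 7.5 Tris buffer was preincubated 30 min with compound, then given a substrate mix of 0.016 mM NADPH and 2 mM alpha-KG for 80 min at room temperature; remaining NADPH was read by diaphorase/resazurin fluorescence.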
# TrxR1 inh: qHTS Assay for Inhibitors of Mammalian Selenoprotein Thioredoxin Reductase 1 (TrxR1): qHTS | recombinant rTrxR1, NADPH fluorescence consumption, selenite substrate | 1% of 390,000 active | Potency, µM (doses to about 114 µM), inactives show at the highest dose activity change, negative = inhibition, usual class: inhibitors | Thioredoxin reductase 1, cytoplasmic (Rattus norvegicus), O89049 | AID 588453, 2011; note: potency is the fitted concentration of half-maximal effect; % is set by controls: 0 for no effect and ±100 for the full control effect; nearly all actives have a fitted effect of over 65% in size
#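 Rat TrxR1 (90 nM in the dispensed reagent) was pre-reduced with 400 uM NADPH for 5 min at room temperature, then incubated with compound for 15 min. After 400 uM selenite was added, NADPH fluorescence (Ex 340/Em 450 nm) was followed for 8 min.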
# Tb PGK inh: qHTS Assay to Find Inhibitors of Phosphoglycerate Kinase | Phosphoglycerate kinase, glycosomal (Trypanosoma brucei brucei), P07378 | PGK/GAPDH coupled, Kinase-Glo luminescence, 60 min | Potency, µM (top dose mostly 57.5 µM), inactives show at the top dose activity change, negative = inhibition, hits mostly inhibitors | 0.043% of 380,000 active | AID 602233, 2012; note: potency is the fitted concentration of half-maximal effect; % is set by controls: 0 for no effect and ±100 for the full control effect; nearly all actives have a fitted effect of over 60% in size
#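 Luminescent ATP detection (Kinase-Glo Plus) follows a 60-minute room-temperature incubation, with wells lacking PGK as controls. Buffer: 100 mM TEA (pH 7.6), 5 mM MgCl2, 0.01% Tween-20. Coupling enzyme GAPDH (100 nM final) supplies unstable 1,3-BPG in-well.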
# HP1b chromo inh: HTS for Inhibitors of HP1-beta Chromodomain Interactions with Methylated Histone Tails | Chromobox protein homolog 1 (Homo sapiens), P83916 | 0.56% of 390,000 active | AlphaScreen HP1-beta / biotin-H3K9me3 peptide binding | Potency, µM (doses to about 114 µM), inactives show at the highest dose activity change, negative = inhibition, hits mostly inhibitors | AID 540317, 2011; note: potency is the fitted concentration of half-maximal effect; nearly all actives have a fitted effect of over 70% in size; inactives centre near 23
#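 Compound inhibition of the preformed complex between 50 nM HP1-beta and 50 nM biotinylated H3K9me3 peptide was read by AlphaScreen. Buffer was PBS pH 7.4 with 0.01% Tween-20. Incubations ran 30 min at room temperature, with 10 ug/mL donor/acceptor beads.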
# PI4K2A inh: qHTS for small molecular inhibitors of PI4K2A; Phosphatidylinositol 4-kinase type 2-alpha (Homo sapiens), Q9BTU6; purified PI4K2A, ADP-Glo luminescence, 1 h; hits give low values; activity change, negative = inhibition, % at 76.9 µM; 0.13% of 420,000 active; AID 1346378, 2018; in the data active = activity change below about -50%; inconclusive = mostly about -30% to -49%;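 note: -100% = wells without enzyme as full effect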
#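 Compounds are screened against recombinant PI4K2A using PI as substrate and ATP, the latter dispensed at 300 microM. Reactions run one hour at ambient temperature before ADP-Glo detection; full inhibition defined by wells lacking enzyme.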
# GLS inh: qHTS for Inhibitors of Glutaminase (GLS); Potency, µM (series often up to 45.5 µM), inactives show at the highest dose activity change, negative = inhibition, actives largely listed as inhibitors; 0.21% of 410,000 active; GLS enzymatic activity, qHTS titration; AID 624170, 2012; note: potency is the fitted concentration of half-maximal effect; % is set by controls: 0 for no effect and ±100 for the full control effect
#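 Assay buffer: 45 mM KH2PO4 pH 8.2, 0.02% Tween-20. hKGA acts on L-glutamine (1 mM solution added); product glutamate is reported by an oxidase/peroxidase Amplex Red coupling, with fluorescence taken at baseline and 30 min.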
# * = called active by the depositor; i = inactive; ? = inconclusive; / = not tested or not shown; & = joins results of further samples; [ ] = another dose, or the depositor's remark. Unless noted, calls come from the whole dose curve; as a rule, active = well fitted curve in the direction sought with a large enough effect; inconclusive = small, poorly fitted or top-dose-only effect, or another doubt; inactive = no such curve, though single readings can be large; an effect the other way counts as inactive or inconclusive. This is a subset; rates above refer to the full screens.
USP1-UAF1 inh,Pin1 inh,molecule,TrxR1 substrate,IDH1 R132H inh,TrxR1 inh,Tb PGK inh,HP1b chromo inh,PI4K2A inh,GLS inh
-8.1%,2.5%,CN(CC(=O)Nc1ccccc1Cl)CC(=O)Nc1ccccc1[N+](=O)[O-],8.3%[57.1 µM],6.2%,15.4%[57.1 µM],6.1%,7.5%,3.5,-9.5%
-0.7%,1.6%,O=C(NC1CCCC1)c1ccc(CS(=O)(=O)c2cccc(C(F)(F)F)c2)o1,0.2%,5.9%,-2.7%,-5.4%,24.7%,-1.3,-3.9%
-12.7%,-1.9%,CN(C(=O)COC(=O)/C=C/c1cccs1)c1c(N)n(Cc2ccccc2)c(=O)[nH]c1=O,-6.9%,-1.7%,-1.8%,-9.0%,15.1%,-1.4,-6.2%
-18.5%,-6.4%,COc1ccc(-n2c(Cc3cccn3C)nnc2SCC(=O)NCc2ccc(F)cc2)cc1,5.9%[57.1 µM],-4.4%,-10.6%[57.1 µM],0.5%,4.7%,-0.5,-0.4%
-6.6%,-2.7%,COc1ccc(C(=O)NNC(=O)c2cc3cc([N+](=O)[O-])ccc3oc2=O)cc1OC,-2.6%,1.7%,8.0%,-3.3%,31.9%,1.1,-1.3%
-3.5%,-6.0%,Cn1cc(CNC(=O)C23CC4CC(CC(C4)C2)C3)cn1,-14.8%,-6.2%,-13.7%,i,23.5%,0.6,9.4%
-13.3%,4.1%,O=[N+]([O-])c1ccc(N2CCCCC2)nc1,-14.9%,-3.8%,-18.6%,-1.0%,14.0%,1.3,7.2%
-2.4%,-7.5%,C/C(=N\NC(=O)c1nn(C)cc1Br)c1cccc(NC(=O)c2ccncc2)c1,-2.8%,-1.9%,2.3%,4.1%,19.4%,4.2,12.1%
-19.2%,-3.8%,CC(C)(C)C1CCC(OC(=O)C[N+]2(C)CCCCC2)CC1 (configuration not stated),-6.0%,7.8%,-4.7%,i,32.6%,-0.9,1.3%
-10.7%,13.3%,COc1ccc(C(=O)Nc2ccc(C(=O)Nc3nccs3)cc2)cc1[N+](=O)[O-],-11.5%,-2.2%,-13.3%,0.9%,45.8%[activator],5.3,-6.5%
-29.3%,9.4%,COc1ccccc1CNC(=O)CCCn1c(=O)c2cccn2c2ccccc21,-2.3%,/,16.7%,/,88.0%[activator],3.1,5.8%
-5.6%,9.1%,CC(C)c1ccc(Cc2cnc(NC(=O)c3ccc4c(c3)CC(c3ccccc3)OC4=O)s2)cc1 (configuration not stated),1.1%,-28.4%,22.7%,13.8%,33.0%,-2.8,-1.0%

# In the list so far, these contain fluorine:
USP1-UAF1 inh,Pin1 inh,molecule,TrxR1 substrate,IDH1 R132H inh,TrxR1 inh,Tb PGK inh,HP1b chromo inh,PI4K2A inh,GLS inh
-0.7%,1.6%,O=C(NC1CCCC1)c1ccc(CS(=O)(=O)c2cccc(C(F)(F)F)c2)o1,0.2%,5.9%,-2.7%,-5.4%,24.7%,-1.3,-3.9%
-18.5%,-6.4%,COc1ccc(-n2c(Cc3cccn3C)nnc2SCC(=O)NCc2ccc(F)cc2)cc1,5.9%[57.1 µM],-4.4%,-10.6%[57.1 µM],0.5%,4.7%,-0.5,-0.4%

# Other structures:
USP1-UAF1 inh,Pin1 inh,molecule,TrxR1 substrate,IDH1 R132H inh,TrxR1 inh,Tb PGK inh,HP1b chromo inh,PI4K2A inh,GLS inh
-17.1%,1.8%,O=C(O)c1ccc(Nc2cc(Cl)c3nonc3c2[N+](=O)[O-])cc1,-12.2%,1.8%,0.631µM*,5.0%,7.1%,?,-7.3%
-11.0%,-3.1%,COc1ccc(CN2C(=O)c3ccccc3C2=O)cc1C(=O)OCC(=O)NC1CCCCC1,-1.6%[57.1 µM],4.7%,0.9%[57.1 µM],3.5%,55.4%[activator],-4.6,5.0%
-17.7%,-2.3%,C=C(C)Cn1c(SCC(=O)O)nc2c1c(=O)[nH]c(=O)n2C,10.5%[57.1 µM],-5.7%,41.6%,-4.1%,33.9%,4.0,0.1%
-7.8%,1.8%,O=C(c1ccccc1[N+](=O)[O-])N1N=C(c2ccccc2)CC1(O)C(F)(F)F (configuration not stated),6.3%,-0.9%,13.2%,-1.5%,18.9%,2.5,6.7%
-9.9%,-2.2%,NC(=O)c1cc(N)ccc1N1CCCCC1,1.1%[57.1 µM],7.1%,14.6%[57.1 µM],-9.6%,26.0%,-0.7,?
-14.8%,-14.8%,Cc1ccc(C2/C(=C(\O)c3c(C)nc4c(C)cccn34)C(=O)C(=O)N2CCN(C)C)o1 (configuration not stated),1.4%,-0.7%,-0.3%,-5.8%,33.3%,-2.3,-5.4%
13.5%,0.6%,C[C@H]1C[C@@H]2[C@H]([C@@H](O)C[C@@]3(C)[C@H]2CC[C@]3(O)C(=O)CO)[C@@]2(C)C=CC(=O)C=C12,2.8%,1.9%,9.6%,2.3%,12.0%,-2.7&1.1,16.5%
-10.8%,7.9%,COc1ccc(NC(=O)c2c(C)noc2-c2snnc2C)cc1,2.5%,-5.8%,15.5%,9.0%,15.5%,1.5,2.3%
-17.5%,2.1%,COc1ccc(N2CCN(S(=O)(=O)CCNC(=O)CCCc3ccccc3)CC2)cc1,4.9%[57.1 µM],0.0%,8.2%[57.1 µM],-3.4%,14.3%,0.5,2.4%
-5.3%,2.1%,C=CCn1c(N)cc(=O)nc1SC(CC)C(=O)Nc1ccc(C(C)=O)cc1 (configuration not stated),-15.0%[57.1 µM],2.6%,22.1%[57.1 µM],-7.2%,20.3%,-3.3,24.5%
-3.9%,/,CNC(=O)C[C@H]1C(=O)N(c2ccc(Br)cc2)C[C@@H]1C,/,-5.6%,/,-6.5%,/,-2.7,1.8%
-24.8%,?,CCCCCCn1c(/C=C/c2ccccc2)nc2ccccc21,104.1%[activator],/,49.7%[activator],/,299.6%[activator],-0.8,-0.9%
1.2%,?,CN1CCN(C(=O)c2cc3ccccc3cc2O)CC1,-15.7%,2.1%,-2.5%,0.6%,23.7%,-1.1,33.0%
-23.5%,-3.3%,COc1ccc(N2CCN(C(=O)Cn3cncn3)CC2)cc1,9.5%[57.1 µM],5.8%,21.6%[57.1 µM],-3.0%,9.1%,1.8,2.4%
-21.2%,2.1%,Cc1cccc(NC(=O)c2cc(S(=O)(=O)N3CCc4ccccc43)cn2C)c1,12.2%[57.1 µM],-0.2%,7.0%[57.1 µM],-0.4%,14.0%,6.4,-4.9%
-22.3%,?,COc1ccc(NC(=O)c2nc(-c3ccc(C)cc3)n3c2CCCCC3)cc1,-12.8%,12.5%,-3.5%,i,26.5%,-0.5,-8.7%
?,/,COc1ccc(-n2c(=O)c3c4c(sc3n(CC(=O)NCC3CCCO3)c2=O)CN(C(C)=O)CC4)cc1OC (configuration not stated),/,1.1%,/,-10.0%,/,-1.1,2.0%
-4.5%,-2.6%,CCN(CC)C(=O)CCCC(=O)N(CC)CC,2.4%[57.1 µM],-1.1%,10.5%[57.1 µM],-6.4%,28.3%,3.9,16.8%
-23.6%,1.0%,COc1cc(C(=O)N=c2sccn2C)c([N+](=O)[O-])cc1OC,-6.5%,-3.7%,8.9%,-2.3%,14.1%,-22.5,-4.1%
-33.7%,-0.8%,NC(=N\N=CCc1ccccc1)/C(N)=N/N=CCc1ccccc1,-1.4%,-5.4%,-5.7%,9.1%,23.0%,-4.2,?
-20.6%,4.0%,O=[N+]([O-])c1cc(/C=N/O)ccc1SCc1ccccc1Cl,-5.8%,3.5%,12.4%,-3.5%,-6.9%,5.0,11.7%
-19.8%,-4.5%,COCCNC(=O)C(C(=O)c1ccc(F)cc1)n1cc(C)ccc1=O (configuration not stated),0.4%,3.0%,9.1%,-0.1%,44.9%[activator],-4.2,1.2%
-9.2%,-3.2%,Cc1nnsc1C(=O)N1CCC(CO)(Cc2ccccc2Cl)CC1,0.2%,-0.9%,10.6%,-0.8%,26.7%,-0.1,35.8%[activator]
-11.9%,-0.2%,CN(C)/C=C1/Oc2c(ccc3ccccc23)C1=O,1.5%,17.4%,-3.1%[57.1 µM],1.1%,-3.2%,0.6,8.8%
-12.4%,-8.9%,Cc1ccc(C(C)C)c(OCCSc2nc3ccccc3n2CC(=O)O)c1,1.0%,-4.1%,8.3%,-14.9%,26.0%,-1.4,-1.2%
-15.2%,4.0%,Nc1nonc1-n1nnc(C(=O)N/N=C/c2ccccc2)c1CSc1ccc(Cl)cc1,1.1%,-4.0%,12.8%,-7.1%,26.9%,-2.9,-0.9%
-10.8%,-2.0%,O=C(NCc1ccccn1)C1CCC(=O)N(Cc2ccc(Cl)cc2)C1 (configuration not stated),-35.0%,8.6%,?,-4.5%,45.1%[activator],0.0,-0.5%
